# FLuc inh – Firefly luciferase inhibition profiling of diverse chemical library using quantitative high-throughput screening. 76,000 compounds, 2.5% hits. Potency, µM (titrated, usually from 115 µM), inactives show at the top dose activity change, negative = inhibition, hits mostly inhibitors. purified P. pyralis luciferase, luminescence, biochemical. Luciferin 4-monooxygenase (Photinus pyralis), P08659; further: potency means the concentration at half of the fitted maximal effect; nearly all actives have a fitted effect of over 65% in size
#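 Purified P. pyralis luciferase (10nM final) in 50mM Tris acetate pH 7.5, 10mM Mg acetate, 0.01% Tween-20, 0.05% BSA with 10uM D-luciferin and 10uM ATP. Compounds titrated qHTS. Luminescence imaged on CCD.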
# GPT2 inh – Primary qHTS assay for inhibitors of Glutamate pyruvate transaminase 2 (GPT2); Recombinant GPT2, coupled pyruvate oxidase/HRP Amplex Red fluorescence; Alanine aminotransferase 2 (Homo sapiens), Q8TD30; 100,000 compounds, 0.25% hits; Potency, µM (titrated, usually from 57.7 µM), inactives show at the top dose activity change, negative = inhibition, usual class: inhibitors; further: potency means the concentration at half of the fitted maximal effect; nearly all actives have a fitted effect of over 60% in size; many of its hits are not listed in these tables
# Target sequence (Q8TD30 whole entry, looked up): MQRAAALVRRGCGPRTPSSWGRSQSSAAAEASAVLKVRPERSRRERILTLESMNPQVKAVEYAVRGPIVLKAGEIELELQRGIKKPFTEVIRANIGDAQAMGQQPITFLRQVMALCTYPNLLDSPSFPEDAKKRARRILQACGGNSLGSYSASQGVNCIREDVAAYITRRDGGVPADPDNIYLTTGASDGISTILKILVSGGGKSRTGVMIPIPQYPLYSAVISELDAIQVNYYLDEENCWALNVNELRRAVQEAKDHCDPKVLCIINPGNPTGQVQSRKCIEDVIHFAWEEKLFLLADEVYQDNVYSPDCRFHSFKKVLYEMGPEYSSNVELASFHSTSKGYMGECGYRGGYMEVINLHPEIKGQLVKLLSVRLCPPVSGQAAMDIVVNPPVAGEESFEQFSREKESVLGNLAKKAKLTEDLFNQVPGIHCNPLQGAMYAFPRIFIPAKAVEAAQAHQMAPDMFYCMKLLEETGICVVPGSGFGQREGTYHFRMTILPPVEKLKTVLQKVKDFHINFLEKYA
#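 Fluorescence of coupled pyruvate oxidase/HRP/Amplex Red system (50uM Amplex, 30 min, dark) reports pyruvate formed by GPT2. Enzyme reaction: 10ng/uL GPT2, 2mM L-alanine, 250uM a-KG, 30 min room temperature, pH 7.5; 50uM AOA control.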
# IP6K1 inh – Primary qHTS assay for small molecule inhibitors of Inositol hexaphosphate kinase 1 (IP6K1) | Inositol hexakisphosphate kinase 1 (Homo sapiens), Q92551 | IP6K1 kinase, ADP-Glo luminescence, 2 h; active compounds read low | activity change, % (series mostly up to about 58 µM) | 140,000 compounds, 0.81% hits; in the data active means activity change below about -25%
# Target sequence (Q92551 whole entry, looked up): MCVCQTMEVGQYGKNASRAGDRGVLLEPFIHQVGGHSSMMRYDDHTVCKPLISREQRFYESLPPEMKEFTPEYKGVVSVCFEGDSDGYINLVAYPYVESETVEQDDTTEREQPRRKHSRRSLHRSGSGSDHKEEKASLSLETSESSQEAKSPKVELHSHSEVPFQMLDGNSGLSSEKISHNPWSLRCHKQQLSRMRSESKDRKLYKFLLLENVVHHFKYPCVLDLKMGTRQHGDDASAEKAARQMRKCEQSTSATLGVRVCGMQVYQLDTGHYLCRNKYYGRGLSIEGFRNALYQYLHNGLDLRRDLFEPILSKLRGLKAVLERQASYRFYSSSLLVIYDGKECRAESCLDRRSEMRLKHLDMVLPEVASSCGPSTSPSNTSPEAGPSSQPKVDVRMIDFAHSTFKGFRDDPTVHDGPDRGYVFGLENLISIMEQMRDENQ
#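 ADP-Glo luminescence measures ADP made by human IP6K1 during a 2 h RT reaction with ATP/IP6 (mix at 1.3 mM/130 uM); top library doses 57.5 and 19.1 uM final.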
# NIH3T3 tox – Cytotoxic Profiling in NIH 3T3 Cell Line of Diverse Libraries Using Quantitative High-Throughput Screening; NIH 3T3 viability, CellTiter-Glo ATP luminescence, 48-72 h; Potency, µM (series often up to 96.7 µM), without a hit: top-dose activity change, negative = cytotoxicity, actives largely listed as inhibitors; 94,000 compounds, 4.3% hits; AID 1345082, 2018; further: potency means the concentration at half of the fitted maximal effect; nearly all actives have a fitted effect of over 55% in size
#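 Cytotoxicity is measured as loss of cellular ATP: NIH 3T3 cells (400/well) are exposed to compound for 48 or 72 hr at 37 °C, then CellTiter-Glo luminescence is imaged after 10 min at room temperature.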
# SNCA expr inhib – Primary qHTS assay for inhibitors of alpha-synuclein gene (SNCA) expression; HEK-293 SNCA-luciferase knock-in, luminescence, 24 h; Potency, µM (titrated, usually from 57.2 µM), for the others: top-dose activity change, negative = inhibition, hits mostly inhibitors; 140,000 compounds, 0.17% hits;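 further: potency means the concentration at half of the fitted maximal effect; plate controls were DMSO cells for no effect and cell-free wells for full effect; nearly all actives have a fitted effect of over 45% in size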
# HEK293 viab – GF-AFC viability counterscreen for inhibitors of alpha-synuclein gene (SNCA) expression. AID 1671193, 2021. HEK-293-SNCA-luc viability, GF-AFC fluorescence, 24 h. Potency, µM (titrated, usually from 57.1 µM), for inactives: at the top dose activity change, negative = cytotoxicity, actives largely listed as cytotoxic. 150,000 compounds, 0.12% hits;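 further: potency means the concentration at half of the fitted maximal effect; 0% = DMSO-treated cells and -100% = medium-only wells without cells; nearly all actives have a fitted effect of over 30% in size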
#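 Cytotoxicity counterscreen: after 24 h compound treatment of genome-edited SNCA-luciferase HEK-293 cells, live-cell protease substrate GF-AFC read by fluorescence after 30 min; activity scaled between DMSO (0%) and medium-only (-100%), curves Hill-fitted.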
# HEK293 tox – Cytotoxic Profiling in HEK 293 Cell Line of Diverse Libraries Using Quantitative High-Throughput Screening. HEK 293 viability, ATP luminescence (CellTiter-Glo), 48-72 h. Potency, µM (series often up to 115 µM), for the others: at the top dose activity change, negative = cytotoxicity, usual class: inhibitors. 94,000 compounds, 6.6% hits. AID 1345083, 2018; further: potency means the concentration at half of the fitted maximal effect; nearly all actives have a fitted effect of over 60% in size
#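 Cytotoxicity was scored by loss of ATP-coupled luminescence (CellTiter-Glo) in HEK 293 cells. Compound treatment ran 48 or 72 hr at 37 degree Celsius, 5% CO2, 95% humidity.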
# Starred values were filed as active, the others as inactive; i = inactive; ? = inconclusive; nt = not tested or not shown; [ ] = remark or other dose. Unless noted, the call rests on the fitted dose curve; in most records, active means well fitted curve in the direction sought with a large enough effect; inconclusive means small, poorly fitted or top-dose-only effect, or another doubt; inactive means no such curve, though single readings can be large; an effect the other way counts as inactive or inconclusive. Unless noted, on the % scale 0 is the no-effect control and ±100 the full control effect. Some of the compounds tested; rates above refer to the full screens.
1. Cc1nc(C)n(CCCNc2nccc(-c3ccccn3)n2)n1
2. C#CCN(Cc1ccco1)Cc1cnc(S(C)(=O)=O)n1CCCc1ccccc1
3. COCCOC1CCN(C(=O)CCc2nc3ccccc3s2)CC1
4. CNc1ccc(-c2nc(-c3ccncc3)no2)cc1[N+](=O)[O-]
5. COc1ccccc1CC(=O)N1CCC2(CC1)NC(=O)N(Cc1ccc(F)cc1)C2=O
6. CCn1cc(C(=O)N2CCN(c3ccc(C(C)=O)cc3)CC2)c2cc(OC)c(OC)cc2c1=O
7. CC(O)Cn1cnc2c1c(=O)n(C)c(=O)n2C (stereo not drawn)
8. CCc1nn(CC(=O)NCCCN(CC)CC)c(=O)c2cc3occc3n12
9. COc1cc(OC)cc(C(=O)N2[C@@H]3CC[C@H]2CC(NC(=O)c2ccc(F)cc2)C3)c1 (stereo partly drawn)
10. CCc1cc(C(=O)N2CC[C@@H]3[C@@H](CCC(=O)N3CCN)C2)n(C)n1
screen / no.,1,2,3,4,5,6,7,8,9,10
FLuc inh,-2%,14%,-3%,nt,1%,nt,nt,nt,-6%,1%
GPT2 inh,-3%,-8%,i,nt,i,nt,3%,nt,?,i
IP6K1 inh,0,3,2,27,-12,-5,22,19,7,7
NIH3T3 tox,-13%,?,3%,nt,?,nt,nt,nt,?,4%
SNCA expr inhib,-24%,18%,-17%,80%[activator],7%,3%,-17%[25.6 µM],-7%,8%,-14%
HEK293 viab,4%,2%,12%[12.5 µM],-20%,2%,0%,49%[23.9 µM],6%,?,5%
HEK293 tox,-16%,-29%,6%,nt,-23%,nt,nt,nt,?,2%

11. COc1nccc(N2CCC(CC(=O)NCc3ccccc3F)CC2)n1
12. CCc1ccc(NC(=O)N2CCC(N3CC4CC(C3)[C@H]3CCCC(=O)N3C4)CC2)cc1 (stereo partly drawn)
13. CC(C)c1ccc(CC(=O)N2CCCc3ncc(C(=O)NCc4ccc(F)cc4)cc32)cc1
14. O=C(Cn1nc(C(F)(F)F)c2c1CCCC2)Nc1cccc(Cl)c1
15. O=C(c1nccc2ccccc12)N1CCC(n2cc(-c3nc(-c4ccccc4)no3)nn2)C1 (stereo not drawn)
16. Cc1ccc(NC(=O)Cn2nnnc2-c2ccccc2N)cc1
17. Cc1ccc(C(=O)N2CCC3(CC2)C(=O)N(C)c2ccccc23)cc1C
18. COCc1c(C(=O)N2C[C@@H](COC)[C@H](c3ccncc3)C2)noc1C
19. O=C1N(c2ccccc2)C[C@H]2CN(C3CCOCC3)CCN12
20. CCc1noc(-c2ccn3c(CNC(=O)CCc4ccccc4)nnc3c2)n1
screen / no.,11,12,13,14,15,16,17,18,19,20
FLuc inh,-14%,-19%,2%,nt,45µM*,nt,-10%,4%,-1%[172 µM],3%
GPT2 inh,-6%,i,-3%,nt,i,nt,1%,i,-4%[88.5 µM],i
IP6K1 inh,25,-4,13,-16,-11,17,5,-5,7,-1
NIH3T3 tox,?,-10%,?,nt,?,nt,1%,-11%,i,-4%
SNCA expr inhib,-19%,74%[activator],-3%,?,10%,-3%,13%,12%,8%[87.6 µM],-24%
HEK293 viab,1%,-9%,-12%,-22%,?,14%,-8%,0%,3%[87.6 µM],2%
HEK293 tox,?,-4%,?,nt,28µM*,nt,?,4%,i,-15%

21. COc1ccc(C2(C(=O)N3CCC4(CC3)C(OC)CN4c3cccc(F)c3)CC2)cc1 (stereo not drawn)
22. CCOc1ccc(-c2cc3c(=O)n(Cc4nc(-c5cccc(OC)c5OC)oc4C)ccn3n2)cc1Cl
23. CCc1ccc(CNC(=O)C(CC)n2nc(C)c3c(C)n(-c4ccccc4)nc3c2=O)cc1 (stereo not drawn)
24. O=c1c2oc3ccccc3c2n(Cc2ccccc2)c(=O)n1Cc1ccco1
25. CC(=O)N1CCN(c2ccnc(-c3nnc(C)n3-c3ccccc3)c2)CC1
26. COc1cccc(C(=O)N(Cc2nc(-c3ccc(Cl)cc3)no2)C(C)C)c1OC
27. O=C(CSc1ccccc1)NCc1ccc2c(c1)CCN2C(=O)c1ccc(F)cc1
28. O=C(c1ccc2ccccc2n1)N1CCC(n2cc(-c3nc(-c4ccccc4)no3)nn2)C1 (stereo not drawn)
29. CC(C)Cn1c(-c2ccc(S(=O)(=O)N3CCOCC3)cc2)csc1=Nc1cc(Cl)ccc1Cl
30. CCC1CN(C(=O)N2CCC(C(=O)NCCN(CC)CC)CC2)c2cc(C)ccc2O1 (stereo not drawn)
screen / no.,21,22,23,24,25,26,27,28,29,30
FLuc inh,7%,nt,nt,nt,4%[172 µM],nt,nt,28µM*,nt,nt
GPT2 inh,i,nt,nt,nt,-4%[88.5 µM],nt,nt,-6%,nt,nt
IP6K1 inh,6,5,37,33,6,8,-18,-14,-3,9
NIH3T3 tox,?,nt,nt,nt,89µM*,nt,nt,?,nt,nt
SNCA expr inhib,-11%,19%,6%,23%,33%[activator][87.6 µM],-5%,20%,44%[activator],7%,29%
HEK293 viab,-10%,5%,7%,16%,10%[87.6 µM],-5%,2%,-10%,-3%,-3%
HEK293 tox,45µM*,nt,nt,nt,2%[172 µM],nt,nt,?,nt,nt

# Reprinted from the entries so far (three entries):
1. Cc1nc(C)n(CCCNc2nccc(-c3ccccn3)n2)n1
2. C#CCN(Cc1ccco1)Cc1cnc(S(C)(=O)=O)n1CCCc1ccccc1
3. COCCOC1CCN(C(=O)CCc2nc3ccccc3s2)CC1
screen / no.,1,2,3
FLuc inh,-2%,14%,-3%
GPT2 inh,-3%,-8%,i
IP6K1 inh,0,3,2
NIH3T3 tox,-13%,?,3%
SNCA expr inhib,-24%,18%,-17%
HEK293 viab,4%,2%,12%[12.5 µM]
HEK293 tox,-16%,-29%,6%

# New compounds follow:
31. O=C1C(c2ccccc2)CC2(CCN(Cc3ncccn3)CC2)CN1C1CC1 (stereo not drawn)
32. COc1ccc(CNC(=O)C2=C(C)C(=O)OC23CCCCC3)cc1
33. COc1ccc(CNC(=O)C[C@@H]2C[C@H]3O[C@H](CNC(=O)NCc4ccccc4)[C@@H](O)[C@H]3O2)cc1
34. CC(C)Cn1c(=O)c(C(=O)N2CCN(C(=O)NC3CCCC3)CC2)nc2cccnc21
35. O=C(Cc1ccc(F)cc1)N1CCCC(C(=O)N2CCC(N3CCOC3=O)CC2)C1 (stereo not drawn)
36. CS(=O)(=O)N(C1CCOCC1)C1CN(C(=O)C2(c3ccccc3)CC2)C1
37. O=C(COc1ccc(NC(=O)C2CC2)cn1)NCc1ccc(F)cc1F
38. Cc1cccc(C(=O)N2[C@@H]3CC[C@H]2CC(NC(=O)c2ccncc2)C3)c1 (stereo partly drawn)
39. CC(=O)Nc1ccc(CN2CCC3(CC2)COc2ccccc2NC3=O)cc1
40. O=C(COCc1cc(-c2cccs2)on1)N1CCN(c2cccc(Cl)c2)CC1
screen / no.,31,32,33,34,35,36,37,38,39,40
FLuc inh,-2%,nt,0%,nt,nt,-13%,-7%,-1%,-3%,nt
GPT2 inh,-1%,nt,i,-5%,-9%,5%,-3%,5%,2%,nt
IP6K1 inh,26,-19,10,-6,-3,3,15,19,13,-5
NIH3T3 tox,1%,nt,i,-25%,-2%,4%,0%,-12%,3%,nt
SNCA expr inhib,8%,-5%,-19%,4%,-8%,-11%,13%,-21%,8%,11%
HEK293 viab,-7%,3%,8%,5%,-4%,-6%,7%,8%,0%,9%
HEK293 tox,-22%,nt,i,i,1%,i,4%,-30%,i,nt

41. Cc1cc(CN(C)Cc2cn(-c3cccc(F)c3)nc2-c2ccc(C)o2)n[nH]1
42. Cc1ccc(CN2CCCC3(CN[S+](=O)([O-])c4ccccc4N3)C2)cc1 (stereo not drawn)
43. O=C(Nc1cccc(C(F)(F)F)c1)N[C@H]1[C@H](O)[C@@H](N2CCOCC2)[C@@H]2OC[C@H]1O2
44. CCn1cc(C(=O)N2CCN(c3ccccc3OC)CC2)c(=O)c2cc(S(=O)(=O)N3CCCCC3)ccc21
45. CCCCCSc1ncnc2c1sc1nc(N3CCOCC3)c3c(c12)CCCC3
46. Cc1sc2c(c1C)c(=O)n(CCc1ccccc1)c(=O)n2Cc1cccc(F)c1
47. Cc1cnc(C(=O)N[C@@H]2CCC[C@@H]2C(=O)NCc2ccc(F)cc2)cn1
48. COCC(=O)N1CCCC(C(=O)N2CCC(c3nc4ncccc4[nH]3)CC2)C1 (stereo not drawn)
49. CCCC(C)C(=O)N1CCc2[nH]nc(C(=O)NCCCc3ccccc3)c2C1 (stereo not drawn)
50. COCCCNC(=O)C1CCN(Cc2nc(-c3ccc(OC)c(OC)c3)oc2C)CC1
screen / no.,41,42,43,44,45,46,47,48,49,50
FLuc inh,?,-7%,-8%[172 µM],nt,nt,nt,-8%,nt,nt,nt
GPT2 inh,i,?,-30%[88.5 µM],nt,nt,nt,i,-2%,i,nt
IP6K1 inh,10,31,31,-1,28,-14,19,-12,2,17
NIH3T3 tox,?,?,-8%[174 µM],nt,nt,nt,4%,i,40µM*,nt
SNCA expr inhib,32%[activator],-2%,-8%[87.6 µM],5%,8%,48%[activator],22%,0%,?,0%
HEK293 viab,-7%,-4%,1%[87.6 µM],6%,-27%,17%,1%,-3%,-3%,-8%
HEK293 tox,45µM*,?,-8%[172 µM],nt,nt,nt,-6%,4%,35µM*,nt

51. O=C(COc1ccc(Cl)cc1)N1CCC(c2n[nH]c(=O)n2Cc2ccc(F)cc2)CC1
52. O=C(CSc1nc2c([nH]c3ccccc32)c(=O)n1-c1ccc(F)cc1)N1CCCc2ccccc21
53. Cc1cc(O)cc(O[C@@H]2O[C@H](CO)[C@@H](O)[C@H](O)[C@H]2O)c1
54. COc1ccc(OC)c(S(=O)(=O)N2CC=C(c3c(C)n(CC(=O)N4CCCC4)c4ccccc34)CC2)c1
screen / no.,51,52,53,54
FLuc inh,-16%,nt,nt,nt
GPT2 inh,i,nt,?,nt
IP6K1 inh,-10,-2,8,-12
NIH3T3 tox,3.2µM*,nt,nt,nt
SNCA expr inhib,22%,31%,nt,0%
HEK293 viab,-1%,7%,-4%,-23%
HEK293 tox,?,nt,nt,nt

# Assay outcomes as filed in PubChem BioAssay.
